ALOX12 inh – inhibitors of human 12S-lipoxygenase ALOX12; P18054; purified 12hLO, xylenol orange hydroperoxide absorbance; Potency, µM (top dose mostly 108 µM), for inactives: at the top dose activity change, negative = inhibition, usual class: inhibitors; hit rate 1.1% among 580,000; further: potency means the concentration at half of the fitted maximal effect; on the % scale 0 is the no-effect control and ±100 the full control effect
Target sequence (P18054 whole entry, looked up): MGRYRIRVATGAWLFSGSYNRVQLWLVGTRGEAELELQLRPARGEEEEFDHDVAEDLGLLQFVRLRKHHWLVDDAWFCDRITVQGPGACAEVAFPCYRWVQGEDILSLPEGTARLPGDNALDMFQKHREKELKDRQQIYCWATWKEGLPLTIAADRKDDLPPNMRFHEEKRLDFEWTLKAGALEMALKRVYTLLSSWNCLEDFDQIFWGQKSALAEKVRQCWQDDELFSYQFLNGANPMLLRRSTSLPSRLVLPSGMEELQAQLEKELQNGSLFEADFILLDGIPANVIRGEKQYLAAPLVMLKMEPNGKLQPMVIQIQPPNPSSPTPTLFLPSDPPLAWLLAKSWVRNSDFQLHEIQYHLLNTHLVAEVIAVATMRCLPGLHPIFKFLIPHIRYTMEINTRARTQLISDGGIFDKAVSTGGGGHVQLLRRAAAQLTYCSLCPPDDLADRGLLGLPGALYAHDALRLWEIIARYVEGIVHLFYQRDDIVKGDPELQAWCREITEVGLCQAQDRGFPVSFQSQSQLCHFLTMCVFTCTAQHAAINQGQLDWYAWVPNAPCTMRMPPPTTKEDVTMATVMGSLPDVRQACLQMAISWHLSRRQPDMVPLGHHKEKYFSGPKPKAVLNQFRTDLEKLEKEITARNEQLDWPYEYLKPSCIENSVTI
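Purified human 12hLO (150 nM final) in 25 mM Hepes, 0.01% Triton X-100, pH 7.0 was preincubated 15 min at room temperature with compound. Then 40 uM arachidonic acid was added, 30 min. Hydroperoxide was read by Fe-XO absorbance ratio 573/405 nm.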
TRHR ag – TRH receptor (human) agonism | hit rate 0.18% among 360,000 | P34981 | activation, % at 2 µM | TRHR cells, calcium flux fluo-8, FDSS agonist mode | AID 493084; in the data active means activation above about 30%; further: 0% is about no effect
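Agonist-mode FDSS calcium read (Ex 480/Em 530, 1 s cycles) in 1536-well TRHR cells with fluo-8 dye, after 10-cycle baseline and 23 nL compound addition; TRH at EC20 (10 nM final) added afterwards for the enhancer phase.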
Pol kappa inh – blocks human DNA polymerase kappa activity. Q9UBT6. purified Pol kappa, fluorescent DNA synthesis assay, 10 min. Potency, µM (titrated, usually from 107 µM), for the others: top-dose activity, negative = inhibition, most hits filed as inhibitors. hit rate 0.53% among 400,000. AID 588579; further: potency means the concentration at half of the fitted maximal effect; on the % scale 0 is the no-effect control and ±100 the full control effect
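Inhibition of 10 nM Pol kappa is measured by a fluorescent read-out at 0 and 10 min following addition of 50 nM substrate (final), with a 15-min room-temperature compound preincubation.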
Apoferritin bind – binds horse apoferritin like a general anesthetic. hit rate 0.074% among 350,000. P02791. AID 485281. Potency, µM (top dose mostly 77.5 µM), inactives show top-dose activity change, negative = displacement, hits mostly inhibitors. apoferritin/1-aminoanthracene competitive binding, fluorescence; further: potency means the concentration at half of the fitted maximal effect; on the % scale 0 is the no-effect control and ±100 the full control effect; nearly all actives have a fitted effect of over 20% in size
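Horse-spleen apoferritin (10 uM) in 50% saturated 1-aminoanthracene in PBS was incubated 10 min at room temperature with compound. Fluorescence (ex 380, em 535 nm) was normalized to free and bound 1-AMA, with concentration-response fitted by a four-parameter Hill equation.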
ERG Ets-DNA blk – blocks human ERG Ets domain binding to DNA; P11308; fluorescence polarization, His-ERG Ets domain / labelled DNA; Potency, µM (series often up to 76.9 µM), inactives show top-dose FP activity, negative = inhibition, usual class: inhibitors; hit rate 0.028% among 370,000; AID 624246; active means well fitted inhibition curve with a large enough effect in the polarisation, with a control signal flat; inconclusive means small, poorly fitted or top-dose-only effect, or effect the other way, or a change in a side signal; inactive means no such curve, though single readings can be large or run the other way; the % refers to the polarisation;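 further: polarization taken with two DNA probes labelled with fluorescein and Texas red; potency means the concentration at half of the fitted maximal effect; % of control where 0% means no effect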
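His-tagged ERG Ets domain (1 uM in the protein solution; 300mM KCl, 50mM Tris-HCl, 1mM EDTA, 1mM DTT, pH 7.5) received compound, then a probe mix of 5 nM fluorescein-DNA and 100nM Texas-615-DNA. Fluorescence polarization was read for both dyes.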
Pol beta inh – blocks human DNA polymerase beta activity; P06746; Pol beta primer extension/strand displacement, fluorescence kinetic; Potency, µM (doses to about 114 µM), without a hit: at the highest dose activity change, negative = inhibition, most hits filed as inhibitors; hit rate 1.3% among 340,000; further: potency means the concentration at half of the fitted maximal effect; on the % scale 0 is the no-effect control and ±100 the full control effect
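Homogeneous kinetic assay of primer extension and strand displacement by 10 nM Pol beta, preincubated 15 min at room temperature with compound before 50 nM substrate (final) was added. Read at 0 and 10 min; four-parameter Hill fit.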
BLM inh – Bloom syndrome helicase (human) inhibition; P54132; recombinant BLM DNA unwinding, fluorescence dequenching; Potency, µM (top dose mostly 56.1 µM), for inactives: top-dose activity change, negative = inhibition, most hits filed as inhibitors; hit rate 0.2% among 350,000;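 further: potency means the concentration at half of the fitted maximal effect; plate controls were vehicle for no effect and no enzyme for full effect; nearly all actives have a fitted effect of over 35% in size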
Pol iota inh – DNA polymerase iota (human) inhibition; Q9UNA4; Pol iota fluorescent replication assay, 10 min; Potency, µM (series often up to 115 µM), for the others: at the top dose activity, negative = inhibition, usual class: inhibitors; hit rate 1% among 390,000; AID 588590; further: potency means the concentration at half of the fitted maximal effect
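Pol iota at 10 nM preincubated 15 min with compounds at room temperature; reaction started with fluorescent substrate, 50 nM final. Fluorescence read kinetically at 0 and 10 min; buffer-only wells as negative control.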
APE1 inh – blocks human APE1 abasic DNA cleavage; Potency, µM (titrated, usually from 65.8 µM), for the others: at the highest dose activity change, negative = inhibition, usual class: inhibitors; P27695; AID 2517; recombinant APE1, TAMRA/BHQ-2 abasic DNA cleavage fluorescence; hit rate 0.35% among 350,000;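 further: potency means the concentration at half of the fitted maximal effect; plate controls were vehicle for no effect and reference inhibitor for full effect; nearly all actives have a fitted effect of over 55% in size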
Target sequence (P27695 whole entry, looked up): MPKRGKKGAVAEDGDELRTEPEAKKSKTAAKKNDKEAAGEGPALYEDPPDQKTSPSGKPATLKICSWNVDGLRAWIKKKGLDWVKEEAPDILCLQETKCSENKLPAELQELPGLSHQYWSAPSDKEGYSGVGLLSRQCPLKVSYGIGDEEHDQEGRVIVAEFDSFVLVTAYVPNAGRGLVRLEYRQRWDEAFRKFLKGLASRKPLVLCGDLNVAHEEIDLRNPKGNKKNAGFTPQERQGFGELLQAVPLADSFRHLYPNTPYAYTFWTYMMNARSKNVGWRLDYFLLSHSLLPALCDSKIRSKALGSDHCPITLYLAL
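Activity was derived from the fluorescence gain between first and third kinetic reads (60 s intervals, ex 525/em 598 nm) after 50 nM THF-abasic TAMRA/BHQ-2 duplex was added to 0.75 nM APE1 preincubated 15 min with compound.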
Starred values were filed as active, the others as inactive; ? = inconclusive; . = not tested or not shown; & = joins results of further samples; [ ] = another dose, or the depositor's remark. Unless noted, the call rests on the fitted dose curve; in most records, active means well fitted curve in the direction sought with a large enough effect; inconclusive means small, poorly fitted or top-dose-only effect, or another doubt; inactive means no such curve, though single readings can be large; an effect the other way counts as inactive or inconclusive.

nr	SMILES	ALOX12 inh	TRHR ag	Pol kappa inh	Apoferritin bind	ERG Ets-DNA blk	Pol beta inh	BLM inh	Pol iota inh	APE1 inh
1	CC(=O)C1=C(c2ccc(F)cc2)N(C(C)=O)n2c(nnc2C2CCCCC2)S1	5%	0.1	3%[60.1 µM]	-8%	0%	30%	-13%	12%	.
2	COc1ccc(Oc2c(C=O)c3ccccc3n2C)cc1	429%[activator]	0.6	-7%	?	-5%	12%	1%	10%	-4%
3	CCN1CCN(C(=O)CCc2nnc(CCc3ccc(OC)cc3)o2)[C@@H](C)C1=O	-2%	0.6	-10%	-2%	-1%	?	1%	28%	5%
4	CCOC(=O)c1ccc(NC(=S)N2CCC(C(N)=O)CC2)cc1	15%	0.6	-2%	-5%	.	21%	4%	11%	-5%
5	COc1ccc(N2CCN(C(=O)COC(=O)c3cc(S(=O)(=O)N(C)C)ccc3N3CCCC3)CC2)cc1	-5%	-0.2	-6%	.	-6%	.	.	7%	35%
6	CN1CCN(S(=O)(=O)c2cccc(C(=O)N3CCN(c4ccccc4)CC3)c2)CC1	12%	.	4%	.	11%	.	.	-15%	-5%
7	Cc1cc(Cl)ccc1NC(=O)COC(=O)c1c(C)noc1C	342%[activator]	-0.4	3%	.	7%	.	.	45%[activator]	20%
8	O=C(c1cccc(F)c1F)N1CCCc2ccccc21	6%	-1.1	1%	?	3%	29%	2%	66%[activator]	11%
9	Cn1c(=O)c2ncn(CC(=O)NCCC3=CCCCC3)c2n(C)c1=O	0%	-0.6	0%	-2%	7%	1%	3%	19%	9%
10	CCOc1ccc(C(=O)C2CCN(CC(=O)Nc3ccccc3N3CCOCC3)CC2)cc1	7%	0.3	0%	-13%	-5%	-3%	-15%	?	9%
11	CC1(C)CC(=O)C2=C(C1)N(c1ccccc1)C(=O)CC2c1ccsc1 (stereo not drawn)	3%[57.4 µM]	-0.6	11%	-13%	-10%	3%	-4%	11%	?
12	N#C/C(=C(/O)COC(=O)c1ccc(Cl)c(S(=O)(=O)N2CCOCC2)c1)c1nc2ccccc2[nH]1	-18%	0.1	4%	-14%	-2%	4%	-9%	67%[activator]	-11%
13	COc1ccc(-c2nn(-c3cccc(F)c3)c3c2cnc2cc(OC)c(OC)cc23)cc1	-33%	-0.6	-11%[60.1 µM]	46%[activator]	-1%	9%	-2%	1%	.
14	COc1cc(NC(=O)CSc2ncc3c(n2)-c2ccc(Cl)cc2N(Cc2ccccc2)S3(=O)=O)cc(OC)c1	-13%	-0.6	23%	6%	-5%	-2%	-18%	0%	.
15	CCOc1cc(CNCc2cccs2)cc(Br)c1OCC	7%	-0.2	-9%	-10%	-4%	1%	-6%	-5%	0%
16	O=C(Nc1cccc(-c2nnc(-c3ccccc3)o2)c1)c1ccc(Br)o1	6%	0.2	-10%	-16%	.	0%	-8%	-13%	-6%
17	CCC1SC2=NCN(c3ccccc3)CN2C1=O (stereo not drawn)	.	1.0	.	-6%	.	3%	-4%	.	?
18	CC1=C(C(=O)Nc2ccccc2)C(c2cccc([N+](=O)[O-])c2)Nc2nc3ccccc3n21 (stereo not drawn)	-12%	-0.3	-3%	-17%	15%	15%	0%	-7%[58.9 µM]	0%
19	COc1ccc(C2/C=C\CN(C(=O)c3ccc(C)cc3)[C@H](Cc3ccccc3)C(=O)N2Cc2ccc(F)cc2)cc1 (stereo partly drawn)	.	0.2	13%	36%[activator]	1%	4%	-7%	7%	-5%
20	CC(C)c1ccc(NC(=O)NCc2ccc(F)cc2)cc1	0%	-0.5	-25%	-22%	-2%	-19%	-1%	5%	-6%
21	COc1ccc2nc(N3CCN(C(=O)C4CC4)CC3)sc2c1	-7%	0.9	-1%[60.1 µM]	-4%	4%	0%	2%	29%	.
22	O=C(CC1SC(=NCCc2ccccc2)N(/N=C/c2cccs2)C1=O)Nc1ccc(Cl)cc1 (stereo not drawn)	-7%	-0.5	-9%	2%	14%	-16%	5%	174%[activator]	1%
23	O=C(O)Cc1ccc2ocnc2c1	-18%	0.2	-1%	-3%	-5%	35%	0%	7%	2%
24	CNC(=S)c1cc(C(C)(C)C)c(O)c(C(C)(C)C)c1	16%&0%	-0.8	6%	-7%	0%	23%	-6%	3%	-3%
25	O=C(CNC(=O)c1ccc(F)cc1)N/N=C/c1cccnc1	4%	0.5	3%	-13%	-17%	2%	0%	38%[activator]	9%
26	Cc1ccc(C)c(S(=O)(=O)Nc2ccc(O)c3ccccc23)c1	?	-0.2	-9%	-14%	8%	15%	-6%	?	12%
27	CCc1ccc(-n2nnc(-c3nc(-c4ccc(C)cc4)no3)c2N)cc1	-2%	-0.5	2%	7%	0%	19%	-3%	100%[activator]	.
28	O=C(O)CC/C(=C\c1cccc(NC(=O)c2ccccc2Cl)c1)c1nc2ccccc2s1	?	0.0	-11%	3%	3%	18µM*	-18%	-11%	?
29	COc1cccc(C(=O)CC(=O)C(=O)Nc2ccc(C)cc2Cl)c1	?	0.3	-16%	0%	11%	27%	-8%	?	5%
30	Cc1c(Cl)cccc1NC(=O)CSc1nc(=O)n(Cc2ccccn2)c2c1CCC2	-10%	-0.1	-4%[60.1 µM]	-24%	-1%	28%	0%	10%	.
31	O=C(c1ccc(Cl)cc1)c1cc([N+](=O)[O-])ccc1N1CCOCC1	-13%	0.5	1%	-7%	-1%	2%	-2%	2%	5%
32	NNC(=O)c1cccc(COc2ccc3c(c2)CCC3)c1	-1%	-0.6	-4%	?	-2%	0%	-14%	1%	14%
33	Cn1c(C(=O)NCC2CCCO2)cc2c(=O)n3ccccc3nc21 (stereo not drawn)	-4%	-0.3	-18%	199%[activator]	-7%	26%	-1%	11%	-1%
34	Cc1cccc(NS(=O)(=O)c2ccc3c(c2)oc(=O)n3C)c1C	15%	-0.5	-2%	6%	-3%	?	-8%	5%	2%
35	CCCc1cc(=O)[nH]c(SCc2nc3ccccc3o2)n1	10%	0.5	0%	3%	4%	42%	1%	-12%	-3%
36	CCOC(=O)N/N=C/c1cc(C)n(-c2cccc3ccccc23)c1C	1%	-0.4	-5%	4%	3%	14%	-7%	24%	0%
37	O=C(Cn1cc(SCc2ccc(C(F)(F)F)cc2)c2ccccc21)N1CCOCC1	-7%	0.1	-24%	-3%	2%	5%	-10%	-4%	.
38	NCCCC[C@H](NC(=O)[C@@H]1CCCN1C(=O)[C@@H](N)CCCN=C(N)N)C(=O)N1CCC[C@H]1C(=O)N[C@@H](CCC(N)=O)C(=O)N[C@@H](CCC(N)=O)C(=O)N[C@@H](Cc1ccccc1)C(=O)O	.	.	7%[60.1 µM]	6%	.	.	1%	.	0%
39	C/C(=N\NC(=O)CNC(=O)c1ccncc1)c1ccc(C)cc1	34%[activator]	2.1	2%	?	-8%	7%	-2%	57%[activator]	5%
40	O=C(c1ccccc1)N1CCN(S(=O)(=O)N2CCCCCC2)CC1	11%	-1.1	-1%	3%	-1%	46%	1%	-14%	-16%
41	CC(C)Oc1ccc(C(=O)NC2(C(F)(F)F)NC(=O)N(CCCc3ccccc3)C2=O)cc1 (stereo not drawn)	-34%	0.6	-12%	-15%	5%	2%	-9%	4%	9%
42	O=C(NCc1ccc2c(c1)CCN2C(=O)c1ccccc1)c1ccc(Br)o1	?	-0.7	-6%[60.1 µM]	?	-5%	19%	-2%	-5%	.
43	O=C(CSCc1cccc(CSCC(=O)Nc2ccccc2)n1)Nc1ccccc1	0%	-0.4	2%	-16%	7%	-18%	-3%	1%	24%
44	CCc1ccc(CNC(=O)c2c3c(nc4ccccc24)C(=O)N(C2CCCCC2)C3)cc1	?	-0.3	0%	-10%	-2%	7%	-9%	13%	.
45	COc1cc(NC(=O)c2ccc(-c3ccc(Br)cc3)o2)ccc1NC(=O)C(C)C	-3%	0.1	6%	-8%	-7%	5%	-4%	26%	-2%
46	COc1cccc(C(=O)Nc2ccc(N3CCCC3)cc2)c1	?	-1.5	-8%	-17%	2%	7%	-2%	3%	4%
47	Cc1ccc(S(=O)(=O)N2CCN(C(=O)Cn3cnc4c3c(=O)n(C)c(=O)n4C)CC2)cc1C	-6%	0.2	-12%	.	4%	.	.	45%[activator]	7%
48	O=C1CCN(Cc2cccnc2)CCN1[C@H](CO)Cc1ccccc1	11%	0.6	7%&-13%	0%	3%	8%	-1%	-19%&8%	19%
49	Cc1csc(=O)n1CC(=O)OCc1nnc(-c2ccc([N+](=O)[O-])cc2)o1	-5%	0.2	9%	.	1%	.	.	36%[activator]	13%
50	Cc1ccc(CNC(=O)COC(=O)c2cccnc2Cl)cc1	-3%	.	-9%	.	-9%	.	.	-1%	33%
51	O=S(=O)(N/N=C/c1ccc(Cl)cc1)c1ccc(Cc2ncc(C(F)(F)F)cc2Cl)s1	13%	-0.4	-25%	?	-4%	-1%	-17%	?	-6%

Screening data as filed in PubChem BioAssay.

An excerpt; the hit share may differ from the screen's.
